USP1 inh: USP1/UAF1 (human) deubiquitinase inhibition; O94782; recombinant USP1/UAF1, Ub-Rhodamine cleavage fluorescence; Potency, µM (titrated, usually from 57.1 µM), for the others: at the highest dose activity change, negative = inhibition, hits mostly inhibitors; 390,000 compounds, 0.23% hits; AID 743255; also: potency is read from the fitted curve at half-maximal effect; % is scaled to controls: 0 for no effect and ±100 for the full control effect; nearly all actives have a fitted effect of over 60% in size; inactives centre near -12
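High-throughput fluorogenic screen: 1nM USP1/UAF1 complex, Ub-Rho substrate 150nM final, 50mM HEPES pH 7.8 with 0.5mM EDTA, 0.1 mg/ml BSA, 1mM TCEP and 0.01% Tween-20.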
PGK inhibitor: T. brucei PGK inhibition. 380,000 compounds, 0.043% hits. AID 602233. PGK/GAPDH coupled, Kinase-Glo luminescence, 60 min. Potency, µM (top dose mostly 57.5 µM), inactives show at the highest dose activity change, negative = inhibition, actives largely listed as inhibitors; also: potency is read from the fitted curve at half-maximal effect; % is scaled to controls: 0 for no effect and ±100 for the full control effect; nearly all actives have a fitted effect of over 60% in size
Target sequence (P07378 whole entry, looked up): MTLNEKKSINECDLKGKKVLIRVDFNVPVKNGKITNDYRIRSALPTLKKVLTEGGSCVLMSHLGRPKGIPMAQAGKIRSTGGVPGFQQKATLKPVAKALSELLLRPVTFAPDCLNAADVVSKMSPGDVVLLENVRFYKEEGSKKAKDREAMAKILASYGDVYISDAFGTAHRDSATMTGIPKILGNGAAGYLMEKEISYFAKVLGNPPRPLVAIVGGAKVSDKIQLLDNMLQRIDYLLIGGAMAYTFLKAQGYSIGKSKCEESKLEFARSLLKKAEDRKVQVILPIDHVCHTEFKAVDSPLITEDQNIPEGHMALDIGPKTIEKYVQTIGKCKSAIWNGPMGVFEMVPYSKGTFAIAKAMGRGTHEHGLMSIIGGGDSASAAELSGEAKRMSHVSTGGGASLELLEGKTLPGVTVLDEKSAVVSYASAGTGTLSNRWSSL
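Recombinant glycosomal PGK reaction used 1,3-bisphosphoglycerate generated in-well by GAPDH (100nM final) in 100mM TEA pH 7.6, 5mM MgCl2, 0.01% Tween-20. After 60 minutes at room temperature, ATP was read by Kinase-Glo Plus luminescence end-point.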
TrxR1 substrate: is turned over as a substrate by rat TrxR1; 390,000 compounds, 0.01% hits; O89049; Potency, µM (titrated, usually from 114 µM), inactives show at the highest dose activity change, negative = substrate turnover; purified TrxR1 substrate turnover, NADPH consumption readout; also: potency is read from the fitted curve at half-maximal effect; % is scaled to controls: 0 for no effect and ±100 for the full control effect; nearly all actives have a fitted effect of over 50% in size
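Rat TrxR1, dispensed at 90 nM, was prereduced with 400 uM NADPH (final) for 5 min at ~22 deg C, then incubated with compound 15 min before 400 uM selenite. A first-read NADPH fluorescence drop versus no-compound background flagged substrates.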
HP1b chromo inh: HP1-beta chromodomain-methylated histone interaction inhibition; P83916; AlphaScreen HP1-beta / biotin-H3K9me3 peptide binding; Potency, µM (series often up to 114 µM), without a hit: at the top dose activity change, negative = inhibition, actives largely listed as inhibitors; 390,000 compounds, 0.56% hits; AID 540317; also: potency is read from the fitted curve at half-maximal effect; nearly all actives have a fitted effect of over 70% in size; inactives centre near 23
Target sequence (P83916 whole entry, looked up): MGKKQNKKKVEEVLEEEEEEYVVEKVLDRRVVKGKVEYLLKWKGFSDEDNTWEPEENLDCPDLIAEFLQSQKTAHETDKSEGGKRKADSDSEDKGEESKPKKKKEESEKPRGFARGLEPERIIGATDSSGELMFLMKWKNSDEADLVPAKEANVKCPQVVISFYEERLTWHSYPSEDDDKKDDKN
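AlphaScreen: HP1-beta (50 nM) preformed 30 min with biotin-H3(1-18)K9me3 peptide (50 nM) in PBS pH 7.4, 0.01% Tween-20. Compound added for 30 min at RT, then streptavidin donor/nickel chelate acceptor beads (10 ug/mL) for 30 min.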
Pin1 inh: blocks the human prolyl isomerase Pin1; Pin1 FP peptide displacement, HiFluor488, 10 min; Q13526; Potency, µM (series often up to 115 µM), without a hit: top-dose activity, negative = inhibition, usual class: inhibitors; 390,000 compounds, 0.009% hits; AID 504891; active = well fitted inhibition curve with a large enough effect in the polarisation, with a control signal flat, not every such curve was filed as active; inconclusive = small, poorly fitted or top-dose-only effect, or effect the other way, or a change in a side signal; inactive = no such curve, though single readings can be large or run the other way; the % refers to the polarisation; also: potency is read from the fitted curve at half-maximal effect; % is scaled to controls: 0 for no effect and ±100 for the full control effect
Target sequence (Q13526 whole entry, looked up): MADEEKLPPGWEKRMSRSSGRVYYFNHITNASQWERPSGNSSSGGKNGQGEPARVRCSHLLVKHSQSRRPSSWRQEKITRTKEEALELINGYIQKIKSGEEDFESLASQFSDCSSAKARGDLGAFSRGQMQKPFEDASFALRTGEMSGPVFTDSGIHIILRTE
IDH1 R132H inh: blocks human mutant IDH1 R132H enzyme | IDH1-R132H enzyme, NADPH consumption, diaphorase/resazurin fluorescence | 390,000 compounds, 0.093% hits | Potency, µM (top dose mostly 76.6 µM), inactives show top-dose activity change, negative = inhibition, most hits filed as inhibitors; also: potency is read from the fitted curve at half-maximal effect; % is scaled to controls: 0 for no effect and ±100 for the full control effect; nearly all actives have a fitted effect of over 65% in size
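IDH1-R132H (0.5 ug/mL dispensed) in pH 7.5 Tris buffer was preincubated 30 min with compound, then given a substrate mix of 0.016 mM NADPH and 2 mM alpha-KG for 80 min at room temperature; remaining NADPH was read by diaphorase/resazurin fluorescence.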
PI4K2A inh: PI4K2A (human) kinase inhibition; Q9BTU6; purified PI4K2A, ADP-Glo luminescence, 1 h; stronger effect = lower value; activity change, negative = inhibition, % at 76.9 µM; 420,000 compounds, 0.13% hits; in the data active = activity change below about -50%; inconclusive = mostly about -30% to -49%;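 also: -100% = wells without enzyme as full effect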
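In this quantitative HTS, ADP production by PI4K2A was quantified luminescently after 1 h at ambient temperature; 100 microM adenosine served as plate-quality control.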
GLS inhibitor: blocks human kidney-isoform glutaminase activity. O94925. GLS enzymatic activity, qHTS titration. Potency, µM (titrated, usually from 45.5 µM), for inactives: at the highest dose activity change, negative = inhibition, most hits filed as inhibitors. 410,000 compounds, 0.21% hits; also: potency is read from the fitted curve at half-maximal effect; % is scaled to controls: 0 for no effect and ±100 for the full control effect
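hKGA in 45 mM KH2PO4 (pH 8.2), 0.02% Tween-20 with compound, then 1mM L-Glutamine (stock as added) plus glutamate oxidase/HRP/Amplex red coupling mix. Fluorescence read initially and after 30 min at RT; signal change reflects glutamate formation.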
rTrxR1 inhibitor: blocks rat thioredoxin reductase 1; O89049; recombinant rTrxR1, NADPH fluorescence consumption, selenite substrate; Potency, µM (series often up to 114 µM), for the others: at the highest dose activity change, negative = inhibition, actives largely listed as inhibitors; 390,000 compounds, 1% hits; AID 588453; also: potency is read from the fitted curve at half-maximal effect; % is scaled to controls: 0 for no effect and ±100 for the full control effect; nearly all actives have a fitted effect of over 65% in size
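Rat TrxR1 (90 nM in the dispensed reagent) was pre-reduced with 400 uM NADPH for 5 min at room temperature, then incubated with compound for 15 min. After 400 uM selenite was added, NADPH fluorescence (Ex 340/Em 450 nm) was followed for 8 min.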
* hit, by the source's call; i = inactive; ? = inconclusive; . = not tested or not shown; & = joins results of further samples; [ ] = remark or other dose. Unless noted, calls follow the shape of the dose curve; as a rule, active = well fitted curve in the direction sought with a large enough effect; inconclusive = small, poorly fitted or top-dose-only effect, or another doubt; inactive = no such curve, though single readings can be large; an effect the other way counts as inactive or inconclusive.

SMILES	USP1 inh	PGK inhibitor	TrxR1 substrate	HP1b chromo inh	Pin1 inh	IDH1 R132H inh	PI4K2A inh	GLS inhibitor	rTrxR1 inhibitor
CC1CC(C)CN(C(=O)COC(=O)CCC(=O)c2cccs2)C1 (centres undefined)	-5.4%	-7.2%	3.0%	5.5%	-3.1%	14.8%	-10.7	-25.5%	21.3%
c1ccc2c(c1)[nH]c1c(N3CCOCC3)ncnc12	6.8%	-3.5%	19.0%	11.7%	1.7%	0.6%	-1.2	-4.4%	6.2%
O=C(NCc1ccco1)c1cc2cc3ccc(Cl)cc3nc2o1	-5.4%	i	1.2%[57.1 µM]	-6.2%	112.0%[activator]	12.7%	?	15.0%	-6.9%[57.1 µM]
CCCCOc1ccc(C(=O)N(Cc2ccccc2)C2CCS(=O)(=O)C2)cc1 (centres undefined)	-17.7%&3.5%	-9.6%&0.0%	-6.4%	13.8%&18.9%	-1.0%&-0.1%	7.4%&-5.8%	-2.1&2.6	6.2%&-4.0%	0.4%
CN(C)S(=O)(=O)c1ccc(N2CCCC2)c(C(=O)Nc2nc(-c3ccc(F)cc3)cs2)c1	-11.0%	-1.8%	4.4%	23.9%	3.9%	6.9%	-8.3	0.1%	6.2%
Cc1ccc(C(C(=O)NC2CCCCC2)N(C(=O)Cc2c[nH]c3ccccc23)c2ccccc2)o1 (centres undefined)	-9.5%	i	5.4%	56.8%	?	?	-2.1	0.5%	-3.3%
Cc1ccc(-c2cc(C(=O)Nc3cccnc3)c3ccccc3n2)s1	-12.8%	3.7%	87.0%[activator]	54.6%[activator]	0.6%	1.2%	-1.3	-0.8%	15.7%
Cc1ccc2c(c1)nnn2C1CCN(S(=O)(=O)c2ccc(C(=O)N(C)C)cc2)CC1	-4.4%	-2.4%	3.7%	15.7%	8.3%	11.3%	6.0	1.3%	4.9%
COc1cccc(NC(=O)Cn2cnc3sc(C)c(S(=O)(=O)N4CCCCC4)c3c2=O)c1	-8.0%	i	1.0%[57.1 µM]	4.4%	-7.3%	3.5%	8.9	3.6%	10.5%[57.1 µM]
CC(NC(=O)Cn1c(=O)oc2cc(S(=O)(=O)N3CCCCCC3)ccc21)c1ccccc1 (centres undefined)	3.7%	.	3.0%	34.8%	1.5%	.	-2.7	-1.7%	23.0%
CCc1cccc(C)c1NC(=O)Cn1ccn(-c2ccc(F)cc2)c(=O)c1=O	10.1%	2.5%	4.1%	56.4%[activator]	4.4%	21.4%	-4.9	2.8%	22.2%
CCC(=O)N1CCc2cc(CNC(=O)c3ccc(F)cc3)ccc21	-14.8%	5.9%	3.9%[57.1 µM]	9.1%	-1.5%	-1.6%	1.3	-10.9%	24.8%[57.1 µM]

Next section; the last 2 above are carried over.
SMILES	USP1 inh	PGK inhibitor	TrxR1 substrate	HP1b chromo inh	Pin1 inh	IDH1 R132H inh	PI4K2A inh	GLS inhibitor	rTrxR1 inhibitor
CCc1cccc(C)c1NC(=O)Cn1ccn(-c2ccc(F)cc2)c(=O)c1=O	10.1%	2.5%	4.1%	56.4%[activator]	4.4%	21.4%	-4.9	2.8%	22.2%
CCC(=O)N1CCc2cc(CNC(=O)c3ccc(F)cc3)ccc21	-14.8%	5.9%	3.9%[57.1 µM]	9.1%	-1.5%	-1.6%	1.3	-10.9%	24.8%[57.1 µM]
CC(=C/c1ccc(C(C)C)cc1)/C=N/NC(=O)CSc1ccccn1	-25.7%	-3.0%	-5.1%	7.7%	14.6%	2.1%	-0.2	-25.0%	8.6%
COc1cc(NC(=O)CN2C(=O)COc3ccc(S(=O)(=O)N4CCOCC4)cc32)cc(OC)c1	-29.4%	-8.4%	6.9%	32.6%	-2.0%	-1.3%	0.9	5.6%	25.4%
Cc1ccnc(NC(=O)CCC(=O)N(CC(=O)NC(C)(C)C)C2CCCC2)c1	2.1%	-0.6%	8.0%[57.1 µM]	24.1%	-0.9%	4.3%	1.5	7.7%	11.9%[57.1 µM]
C=C1C(=O)C23CCC4C(C)(C(=O)OC)CCCC4(C)C2CCC1(O)C3 (centres undefined)	-6.2%	-8.4%	11.3%[11.4 µM]	21.6%	7.1%	2.4%	24.7	13.2%	?
Cc1ccc(S(=O)(=O)c2nc(-c3ccccc3)oc2N2CCCC2)cc1	-14.4%	-9.2%	9.4%	?	0.0%	-8.1%	0.7	8.5%	6.31µM*
COc1ccc(C=CC(=O)c2ccc3cc(OC)c(OC)cc3c2)cc1OC	-23.4%	-5.5%	.	.	.	10.0%	-6.6	0.1%	.
CC1CCc2c(sc(NC(=O)c3ccc(N4C(=O)CCC4=O)cc3)c2C(N)=O)C1 (centres undefined)	-13.3%	4.9%	1.1%	45.1%[activator]	-3.0%	-10.7%	-1.2	26.0%	-14.9%
CCNS(=O)(=O)c1ccc2c3c(cccc13)C(=O)N2	-27.2%	-0.1%	233.9%[activator]	34.0%	-1.6%	3.9%	0.2	1.2%	32.9%

Entries shown so far with four or more nitrogen atoms (5):
SMILES	USP1 inh	PGK inhibitor	TrxR1 substrate	HP1b chromo inh	Pin1 inh	IDH1 R132H inh	PI4K2A inh	GLS inhibitor	rTrxR1 inhibitor
c1ccc2c(c1)[nH]c1c(N3CCOCC3)ncnc12	6.8%	-3.5%	19.0%	11.7%	1.7%	0.6%	-1.2	-4.4%	6.2%
CN(C)S(=O)(=O)c1ccc(N2CCCC2)c(C(=O)Nc2nc(-c3ccc(F)cc3)cs2)c1	-11.0%	-1.8%	4.4%	23.9%	3.9%	6.9%	-8.3	0.1%	6.2%
Cc1ccc2c(c1)nnn2C1CCN(S(=O)(=O)c2ccc(C(=O)N(C)C)cc2)CC1	-4.4%	-2.4%	3.7%	15.7%	8.3%	11.3%	6.0	1.3%	4.9%
COc1cccc(NC(=O)Cn2cnc3sc(C)c(S(=O)(=O)N4CCCCC4)c3c2=O)c1	-8.0%	i	1.0%[57.1 µM]	4.4%	-7.3%	3.5%	8.9	3.6%	10.5%[57.1 µM]
Cc1ccnc(NC(=O)CCC(=O)N(CC(=O)NC(C)(C)C)C2CCCC2)c1	2.1%	-0.6%	8.0%[57.1 µM]	24.1%	-0.9%	4.3%	1.5	7.7%	11.9%[57.1 µM]

Screening data deposited in PubChem BioAssay by National Center for Advancing Translational Sciences (NCATS).

Not all compounds are listed; count on the stated rates, not on these rows.
